High-throughput results: PubChem BioAssay, Sanford-Burnham Center for Chemical Genomics
MKP-3 inhibition: MKP-3 phosphatase inhibitors, primary screen, biochemical, rat enzyme, in vitro (AID 425); recombinant MKP-3 phosphatase activity, fluorescence; higher % means a stronger effect; hit rate 0.17% among 110,000; inhibition, % at 20 µM; hits with a dose series show IC50 in µM; in the data active means inhibition above about 50%;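 further: plate controls were vehicle for no effect and reference inhibitor for full effect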
Hsp70 displacement: small molecules displacing fluorescent ligand from Hsp70 – biochemical, fluorescence polarization, primary screen (AID 583); Hsp70 fluorescence polarization probe displacement, mP; higher % means a stronger effect; displacement, % at 20 µM, or IC50 in µM where a hit was titrated; hit rate 0.06% among 140,000; in the data active means displacement above about 50%;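 further: plate controls were vehicle for no effect and reference ligand for full effect; a part of the inactive calls stands beside numbers as strong as those of hits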
An asterisk follows results filed as active; . = no result given; & = joins results of further samples.

SMILES	MKP-3 inhibition	Hsp70 displacement
CCn1cc(C(=O)Nc2cc3c(cc2NC(C)=O)OCCO3)c(=O)c2ccc(C)nc21	-8.6%	3.6%
Cc1ccc(-c2noc(CCC(=O)NCc3ccc4c(c3)OCO4)n2)cc1	3.7%	-0.5%
COC(=O)c1cccc(NC(=O)CSc2nc(C)cc(=O)[nH]2)c1	-1.3%	0.6%
CCOC(=O)CN1CC23C=CC(O2)C(C(=O)NC2CCCCCC2)C3C1=O (stereo not given)	-9.1%	3.5%
Cc1nc(Cc2nnc(SCc3nc(N)nc(Nc4ccccc4C)n3)o2)cs1	-9.0%	-0.4%
Cc1nc2c(C(=O)NCCC3=CCCCC3)c[nH]n2c(=O)c1Cl	-9.2%	8.9%
Cc1nnc2n(-c3ccccc3)c(=O)c3c4c(sc3n12)CC(C)CC4 (stereo not given)	2.1%	4.4%
C=CCN1C(=O)/C(=C\c2ccc(-c3ccc(F)cc3)o2)C(=O)NC1=S	13.5%	-2.5%
COc1ccc(-c2cc(C(F)(F)F)n3nc(-c4ccccc4)cc3n2)cc1	1.6%	-1.6%
C=CCn1c(COc2ccc(CC)cc2)nnc1SCC(=O)NC1CCS(=O)(=O)C1 (stereo not given)	.	-1.8%
Cc1ccc(C(=O)CCNc2ccc(F)cc2)o1	1.1%	3.1%
COc1ccc(S(=O)(=O)N2CCN(C)CC2)c2ccccc12	0.8%	5.7%
CCOC(=O)C1CCCN(C(=O)C2CCN(S(=O)(=O)N3CCC4(CC3)OCCO4)CC2)C1 (stereo not given)	-9.5%	1.1%
CCCn1nnc2sc3c(c2c1=O)CCC(C)C3 (stereo not given)	0.9%	.
Cc1cc(C)n(-c2nc3ccccc3c3nc(C)nn23)n1	-1.4%	5.9%
CN1CCc2nc(SCC(=O)Nc3ccc(F)cc3)c(C#N)cc2C1	5.3%	4.2%
CN(C)c1ccc2c(c1)OC(N)=C(C#N)C2c1cccc(F)c1 (stereo not given)	6.0%	-26.1%
COc1ccc(C(=O)SC2=NCCS2)cc1	1.3%	3.8%&-3.2%
O=C(Cc1cccc2ccccc12)N1CCCc2ccccc21	.	-1.7%
CCCCCNC(=O)c1ccc2c(=O)n(CCOC)c(=O)[nH]c2c1	.	-0.6%
Cc1ccc(S(=O)(=O)Nc2nc3ccccc3s2)cc1	.	2.0%
CC1CCCN(CC(=O)Nc2ccc(S(=O)(=O)N3CCCCCC3)cc2)C1 (stereo not given)	-2.8%	-1.9%
COc1ccc(N2CCN(C(=O)CSc3nnc4nc(C)cc(C)n34)CC2)cc1	-14.8%	3.8%
C/C(CC(O)c1ccc2ccccc2n1)=N\O (stereo not given)	-0.4%	-4.2%
c1nnc2c3c4c(sc3ncn12)CCCC4	1.4%	-3.8%
Cc1onc(-c2c(Cl)cccc2Cl)c1C(=O)Nc1ccc(N(C)C)cc1	4.1%	-0.6%
COc1cc(C)c(Cl)cc1S(=O)(=O)N(C)C	-3.6%	-5.5%
C=CCC1(NCc2ccco2)CCN(CC)CC1	-3.8%	0.3%
COc1ccc(C2(CN(C(C)=O)C(C)=O)CCCC2)cc1OC	0.6%	-4.5%
CC1CN(S(=O)(=O)c2cccc(C(=O)OCC(=O)Nc3ccc4c(c3)OCO4)c2)CC(C)O1 (stereo not given)	-9.7%	-0.6%
c1ccc(CN2CCN(Cc3ccncc3)CC2)nc1	4.6%	0.8%
O=C(O)CSc1c2c(nc3cc(C(=O)N4CCOCC4)ccc13)CCCC2	-2.5%	-1.1%
CCCC(=O)Nc1ccc(NC(=O)C(C)(c2ccccc2)c2ccccc2)cc1	4.2%	0.5%
CS(=O)(=O)NNC(=O)[C@H]1C[C@H]1c1ccccc1	-1.6%	3.3%
CCOC(=O)c1sc(N(Cc2ccccc2)C(=O)CN2C(=O)CN(C)C2=O)nc1C	-7.3%	0.4%
COc1cc(N=Cc2c(O)[nH]c3ccccc23)cc(OC)c1OC	-4.5%	2.7%
Cc1ccc(/C=N/NC(=O)c2ccc(Cl)cc2O)o1	-0.8%	3.1%
CCC(C)NC(=O)CN(c1ccc(F)cc1)S(=O)(=O)c1ccccc1 (stereo not given)	-2.4%	-0.6%
CC(C)Cn1c(Br)nc2c1c(=O)n(CCC#N)c(=O)n2C	-4.6%	3.1%
O=[N+]([O-])c1cc(Br)c(O)c(/C=N/Nc2nc3ccccc3[nH]2)c1	4.0%	-0.1%
O=c1/c(=C/c2ccc(-c3ccccc3[N+](=O)[O-])o2)sc2nc3cc(Br)cnc3n12	0.3%	8.7%
CC(C)=C(NC(=O)c1ccccc1)C(=O)Nc1cccc(C)c1	1.7%	-2.5%
Cc1ccc(N(Cc2ccc(C(=O)N/N=C/c3ccc(OC4CSC4)cc3)cc2)S(C)(=O)=O)cc1C	3.9%	-1.3%
O=C(CN(Cc1ccccc1)S(=O)(=O)c1ccccc1)NC1CC1	-2.7%	6.4%
CCCc1cc(Nc2cccc(OC)c2)n2ncnc2n1	-5.5%	-0.6%
O=C(Cc1ccccc1)Nc1c(F)c(F)c(F)c(F)c1F	0.1%	-0.5%
CCOc1ncccc1C(=O)OCC(=O)Nc1cc(C(=O)OC)ccc1C(=O)OC	-4.4%	1.0%
CCOC(=O)c1cc(C2CC2)nc2ccccc12	0.8%	-1.1%
CCNc1ccc(C(=O)OCC)cc1NC(=O)c1cccc(S(=O)(=O)N2CCOCC2)c1	-10.4%	0.3%
O=C1CN(c2nc3ccccc3n3cnnc23)CC(=O)N1CCc1ccccc1	4.5%	2.3%

Sorted by the number under MKP-3 inhibition (falling): 4 of the compounds above
SMILES	MKP-3 inhibition	Hsp70 displacement
O=C1CN(c2nc3ccccc3n3cnnc23)CC(=O)N1CCc1ccccc1	4.5%	2.3%
CCCC(=O)Nc1ccc(NC(=O)C(C)(c2ccccc2)c2ccccc2)cc1	4.2%	0.5%
C/C(CC(O)c1ccc2ccccc2n1)=N\O (stereo not given)	-0.4%	-4.2%
O=C(CN(Cc1ccccc1)S(=O)(=O)c1ccccc1)NC1CC1	-2.7%	6.4%

The listing continues:
SMILES	MKP-3 inhibition	Hsp70 displacement
CCOC(=O)N1CCN(S(=O)(=O)c2ccc(OC)c(Cl)c2)CC1	-0.5%	4.8%
COc1cccc(NC(=O)c2ccc3c(c2)N(CC(=O)N2CCCCC2)C(=O)C(C)(C)O3)c1	-6.0%	2.0%
COc1ccc(CN2CCOCC2)cc1OC	.	-1.0%
O=S(=O)(N=Nc1c(O)[nH]c2ccc(Br)cc12)c1ccc(Cl)cc1	4.4%	-1.5%
CN(C)c1ccc(/C=C2\C(=O)NC(=S)N(c3ccc(Cl)c(Cl)c3)C2=O)cc1	-1.1%	1.0%
Cc1ccc(CNC(=O)c2cccc([N+](=O)[O-])c2)cc1	3.6%	-1.8%
COc1ccccc1N(C(C)=O)C1SC(=O)N(c2ccccc2)C1=O (stereo not given)	-11.7%	-2.3%
O=C(O)c1ccc(Cl)c(-c2ccc(C=C3C(=O)c4ccccc4C3=O)o2)c1	8.1%	16.8%
CC(C)CC(=O)N1CCN(C(=O)CCC2CCCC2)CC1	-6.8%	0.1%
O=C(/C=C/c1cccc([N+](=O)[O-])c1)Nc1ccc(F)c(Cl)c1	21.1%	5.5%

An excerpt from further up:
SMILES	MKP-3 inhibition	Hsp70 displacement
Cc1ccc(CNC(=O)c2cccc([N+](=O)[O-])c2)cc1	3.6%	-1.8%
COc1ccccc1N(C(C)=O)C1SC(=O)N(c2ccccc2)C1=O (stereo not given)	-11.7%	-2.3%
O=C(O)c1ccc(Cl)c(-c2ccc(C=C3C(=O)c4ccccc4C3=O)o2)c1	8.1%	16.8%
CC(C)CC(=O)N1CCN(C(=O)CCC2CCCC2)CC1	-6.8%	0.1%
O=C(/C=C/c1cccc([N+](=O)[O-])c1)Nc1ccc(F)c(Cl)c1	21.1%	5.5%

The list goes on.
SMILES	MKP-3 inhibition	Hsp70 displacement
O=[N+]([O-])c1ccc(-c2nc(-c3ccccc3)c(-c3cccs3)[nH]2)cc1	0.8%	-24.1%
C=CCn1c(Cc2cccs2)nnc1SCC(=O)c1cccc(Br)c1	-3.7%	2.2%
CN1C(=O)NC(=O)/C(=C\c2ccc(Cl)cc2)C1=O	1.6%	-0.6%
CN(Cc1nc2ccccc2n1C)S(=O)(=O)c1ccc(F)cc1	1.1%	-0.4%
CCOc1cc(C2Nc3ccccc3C(=O)N2Cc2ccco2)ccc1O (stereo not given)	-0.8%	1.9%
O=C(CC1Sc2ccc(C(F)(F)F)cc2NC1=O)Nc1cccc(Cl)c1 (stereo not given)	4.3%	-0.3%
COc1ccc2c(-c3ccccc3)cc3nnnn3c2c1	1.0%	13.8%
O=C(N1CCN(CCO)CC1)N1c2ccccc2C=Cc2ccccc21	-3.0%	-1.8%
Oc1c(C=Nc2cccc3nsnc23)ccc2ccccc12	.	-7.5%
CCOC(=O)CSC1=C(C#N)C(c2ccccc2OCC)C(C#N)C(=O)N1 (stereo not given)	0.8%	9.4%
COC(=O)C1=NN(C(=O)c2ccc(Br)cc2)C(O)(C(C)(C)C)C1 (stereo not given)	4.0%	2.6%
O=C1C=CC(=O)C(c2cccc(Cl)c2)=C1	18.8%	-3.7%
CCOC(=O)CC(NC(=O)c1ccc(C)cc1)c1ccc(C)cc1 (stereo not given)	.	1.1%
Cc1ccc(C2C(C(=O)O)c3ccccc3C(=O)N2C)c(C)c1 (stereo not given)	.	0.5%
CCSc1nc(=O)n(-c2ccccc2)c(C)c1C(C)=S	.	0.4%
CSc1nnc(Cn2c(=O)sc3ccccc32)n1-c1ccccc1	-10.9%	-2.7%
COc1ccc(S(=O)(=O)N(C)CC(=O)NCCC2=CCCCC2)cc1C	.	-5.7%
CC(=O)Nc1ccc(S(=O)(=O)N(C)CC(=O)Nc2ccccc2N2CCOCC2)cc1	-6.1%	-0.9%
Cc1ccc(S(=O)(=O)NC(=O)Nc2ccccc2F)cc1	0.1%	-1.6%&1.9%
COc1cc2c(cc1OC)-c1cc(N3CCCc4ccccc43)nc(=O)n1CC2	-1.5%	-4.0%
CC(C)c1nc2n[nH]c(N)c2c2c1CSC(C)(C)C2	.	3.1%
CC(C)[C@H](NC(=O)NCCc1ccc(F)cc1)C(=O)O	-1.3%	1.8%
Cc1nc(N(CCC(N)=O)CCC(N)=O)sc1C	3.5%	-5.3%
COc1ccc(/C(C)=N/NC(=O)CN(c2ccc(C)cc2)S(=O)(=O)c2ccccc2)cc1OC	-0.3%	-0.2%
COc1ccc2c(C)cc(=S)[nH]c2c1	0.6%&-0.8%	1.3%&1.9%
COc1cc2nc(SCC(=O)NC3CC3)n(CCC3=CCCCC3)c(=O)c2cc1OC	0.6%	-0.7%
CCCCCOC(=O)Nc1ccc(S(=O)(=O)Nc2ccc([N+](=O)[O-])cc2)cc1	-0.6%	-2.0%
Cc1cc2n(n1)C(c1cn(-c3ccccc3)nc1C)Nc1c(C)cccc1-2 (stereo not given)	.	1.1%
CCc1cc(=O)oc2cc(C)c(CN3CCCC(C)C3)c(O)c12 (stereo not given)	-3.6%	3.3%
Brc1ccc(-c2nnc3sc(CNCc4ccc5c(c4)OCO5)cn23)cc1	4.3%	-1.5%
O=C(O)CCCCCN1C(=O)C(O)=C(C(=O)/C=C/c2ccccc2)C1c1ccc([N+](=O)[O-])cc1 (stereo not given)	-1.6%	1.7%
COc1ccc(C)cc1NC(=O)c1ccc(NC(=O)CC2SC(N3CCCC3)=NC2=O)cc1 (stereo not given)	-9.9%	-2.1%
N/C(=N\OC(=O)c1ccc(I)cc1)c1ccc([N+](=O)[O-])cc1	-0.7%	-2.4%
O=c1[nH]c(-c2cccc(O)c2)nc2sc3c(c12)CCCC3	1.8%	1.2%
O=C(COc1ccc(Cl)cc1)Nc1nc(-c2ccc(Cl)cc2)cs1	2.6%	3.1%
Cc1ccc(C(C)(C)C)c(OCC(=O)Nc2ccccc2F)c1	1.2%	-1.9%
Cc1ccc(C(=C2C3C=CC2C2C(=O)NC(=O)C32)c2ccc(C)cc2)cc1 (stereo not given)	.	-2.5%
O=C(c1cnccn1)N(c1ccccc1)C1(C(=O)NC2CCCCC2)CCCCC1	2.0%	-2.2%
O=C(Nc1ccc(S(=O)(=O)NC(=O)C2CCCCC2)cc1)c1ccccc1Cl	5.2%	1.7%
CN(C)c1ccc(NC(=S)c2ccccn2)cc1	-2.3%	3.6%
COc1ccc(/C=C2/C=C(c3ccc(C)cc3)OC2=O)cc1OC	0.9%	-0.7%
CC(=O)CCc1oc2ccc(C)cc2c1-c1ccc(Br)cc1	-0.1%	6.7%
Cc1ccc(/C=c2\sc3n(c2=O)CN(c2cccc(Br)c2)CN=3)o1	.	-7.7%
O=C(NCCc1ccccc1)C1CCN(S(=O)(=O)c2cccc3nonc23)CC1	-3.9%	.
Cn1c(=O)cc(OCC(=O)NCc2ccccn2)c2ccccc21	-1.2%	-0.6%
CCOC(=O)c1[nH]c(COC(=O)C2CC(=O)N(Cc3ccccc3)C2)c(C(=O)OCC)c1C (stereo not given)	-6.7%	2.8%
O=C(N/N=C\c1cn(-c2ccccc2)nc1-c1ccccc1)c1ccc([N+](=O)[O-])cc1	0.8%	1.2%
Clc1ccc(C2=NN(c3ccccc3)C(c3ccco3)C2)cc1 (stereo not given)	-3.2%	0.5%
NC(=O)c1ccc(OCC(F)(F)C(F)(F)C(F)(F)C(F)(F)C(F)(F)C(F)F)cc1	-6.4%	0.7%

A portion of the library; count on the stated rates, not on these rows.
